PhoP GFP inhibition – PhoP regulon inhibitors, Salmonella typhi PhoP promoter GFP reporter, confirmatory (AID 1850). Salmonella Typhi PhoP-promoter GFP reporter, fluorescence, 4 h; higher % means a stronger effect. inhibition, % at 50 µM; hits with a dose series show IC50 in µM. 310,000 tested, 0.33% active; in the data active = a potency from the dose series; inconclusive = inhibition mostly from about 25% at the one dose, without a potency; inactive = the rest, 99 in 100 with inhibition below about 19%;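 also: 0% = induced wells with vehicle and 100% = uninduced wells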
tuberculosis growth – growth inhibition of non-replicating M. tuberculosis (AID 488890); Mycobacterium tuberculosis non-replicating, growth inhibition; higher % means a stronger effect; inhibition, % at 25 µM, or IC50 in µM where a hit was titrated; 320,000 tested, 0.39% active; in the data active = a potency from the dose series; inconclusive = inhibition mostly from about 82% at the one dose, without a potency; inactive = the rest, 99 in 100 with inhibition below about 76%;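 also: plate controls were DMSO cells for no effect and high antibiotic wells for full effect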
VEEV TC-83 Vero – inhibitors of VEEV TC-83 cytopathic effect, confirmation, Vero cells (AID 588727). Vero cells, VEEV TC-83 cytopathic effect inhibition; higher % means a stronger effect. 350,000 tested, 0.13% active. inhibition, % at 20 µM; hits with a dose series show IC50 in µM; in the data active = a potency from the dose series; inconclusive = inhibition mostly from about 14% at the one dose, without a potency; inactive = the rest, 99 in 100 with inhibition below about 12%; also: strong numbers were not always called active
M. tuberculosis HTS – M. tuberculosis growth inhibition, HTS (AID 449762). M. tuberculosis H37Rv growth inhibition, 7H9 media; higher % means a stronger effect. 330,000 tested, 0.59% active. inhibition, % at 25 µM; hits with a dose series show IC50 in µM; in the data active = a potency from the dose series; inconclusive = inhibition above about 70% without an active follow-up result;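 also: bacterial growth assessed after seven days of incubation; strong numbers were not always called active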
H1N1 NS1A inhibition – H1N1 influenza NS1A inhibitors, functional cell based assay (AID 504329). 340,000 tested, 0.3% active. NS1A functional cell-based assay, percent inhibition; higher % means a stronger effect. one-dose inhibition, % at 12.5 µM; IC50 in µM for titrated hits; in the data active = a potency from the dose series; inconclusive = inhibition above about 27% without an active follow-up result; also: strong numbers were not always called active
VEEV TC-83 Vero 10K pilot screen – further read-out of VEEV TC-83 Vero, marked with its call; inhibition, %; measured here: 10K pilot screen inhibition
* marks the source's active call; other numbers are inactive results; i = inactive; ? = inconclusive; . = no result given. Rows are unselected. About 1.6% of those tested had a hit in this group.

SMILES | PhoP GFP inhibition | tuberculosis growth | VEEV TC-83 Vero | M. tuberculosis HTS | H1N1 NS1A inhibition | others
Cc1cccc2cc(CN(Cc3nnnn3Cc3ccccc3)C3CCCC3)c(=O)[nH]c12 | 0% | 34% | 5.3% | -3% | -1%
CCCOC(=O)c1c(NC(=O)CCCn2nc([N+](=O)[O-])c(Cl)c2C)sc(C(=O)OC)c1C | -10% | -4% | 1.7% | 1% | 0%
COc1ccc(CC2C(=O)NC(=O)N(c3ccccc3)C2=O)c(OC)c1 (stereo unspecified) | 0% | 9% | i | 0% | 2%
CC(=O)N(C)c1ccc(NS(=O)(=O)c2cc(Cl)ccc2Cl)cc1 | -12% | 5% | 0.8% | -1% | -4%
COc1cc(/C=N/NC(=O)c2ccccn2)ccc1OC(=O)c1ccccc1Br | -2% | ? | 12% | ? | -4%
COc1ccccc1-n1c(-c2ccccc2F)nc2ccccc2c1=O | 8% | 18% | ? | 8% | 3%
CCn1c(COc2cccc(C)c2)nnc1SCC(=O)Nc1cccc(C(=O)OC)c1 | -7% | 59% | i | -3% | 7%
Cc1cccc(N=C2NC(=O)/C(=C/C=C/c3ccco3)S2)c1 | -5% | 59% | 2.7% | -1% | 5%
Cc1ccc(Nc2cnn(C34CC5CC(CC(CC(=O)O)(C5)C3)C4)c(=O)c2Cl)cc1C | -6% | 15% | 0.1% | 1% | 1%
COc1ccccc1-c1cc(C(F)(F)F)nc(S(=O)(=O)CCCC(=O)NC(C)C)n1 | 5% | 51% | 12% | 4% | 15%
O=c1[nH]c(=S)n(CCC2=CCCCC2)c(O)c1C=NCc1cccnc1 | -5% | 2% | 1.0% | -4% | -3%
Cc1cc(C)c(S(=O)(=O)N2CCCC2=O)c(C)c1N(C)S(C)(=O)=O | -3% | 2% | 0.8% | 5% | -2%
CCSc1nnc(CSc2ncccn2)n1C | -1% | 5% | 0.1% | -1% | 10%
CCCCN(C)S(=O)(=O)c1ccc(C(=O)Nc2nnc(C3=COCCO3)o2)cc1 | -9% | 6% | 0.8% | ? | -2%
Oc1ccccc1C1NN=C(c2ccccc2)S1 (stereo unspecified) | 1% | 47% | 5.1% | 15% | -5%
CSc1ccccc1C(=O)Nc1c(C)cccc1C | 9% | 15% | i | ? | -7%
COc1cccc(C(=O)NC(c2ccccc2)C2CCCC2)c1 (stereo unspecified) | 12% | 4% | 2.2% | 1% | -3%
C=CCN1C(=O)C2C3CC(=O)C(c4ccccc43)C2C1=O (stereo unspecified) | 6% | -20% | 0.7% | -8% | .
COc1ccc(-c2noc(CCC(=O)N3CCN(Cc4ccccc4)CC3)n2)cc1 | 7% | 24% | 0.5% | 0% | -8%
CC(=O)Nc1ccc(Nc2nc(C)c([N+](=O)[O-])c(N(C)c3ccccc3)n2)cc1 | -4% | . | 7.7% | 66% | 7%
O=c1[nH]c2c(c(=O)[nH]1)CCC2 | -7% | -1% | 0.9% | 9% | 9%
Nc1c(-c2ccccc2)cnn1-c1ccccc1 | 7% | -6% | 0.1% | -2% | 0%
O=C(CCN1CCc2ccccc2C1)Nc1ccc(F)cc1 | -3% | 1% | 0.4% | -11% | 13%
Cc1ccc(NC(=S)N2CCC(C(N)=O)(N3CCCCC3)CC2)c(C)c1 | 2% | 5% | i | -9% | 1%
CCOc1ccc(N2C(=O)CSC2c2ccncc2)cc1 (stereo unspecified) | -12% | -15% | 5.4% | -7% | 0%
Going on with the list.
SMILES | PhoP GFP inhibition | tuberculosis growth | VEEV TC-83 Vero | M. tuberculosis HTS | H1N1 NS1A inhibition | others
CCc1cc(-c2n[nH]c(=S)n2CC)cs1 | -13% | -5% | 1.2% | -4% | -6%
CN(CC(=O)Nc1ccccc1Br)C(=O)COc1ccc2ccccc2c1 | . | 22% | 2.6% | -3% | -8%
Cc1cc2cc(CNC(=O)c3ccc(C)c([N+](=O)[O-])c3)ccc2[nH]1 | -5% | 20% | i | -1% | 42%
C=C(C)COc1ccc(-c2n[nH]c(C)c2-c2ccc(Br)cc2)c(O)c1 | -2% | -9% | i | 48% | 4%
COc1cccc(CNC(=O)CCC2CCCN(C(=O)c3cccnc3SC)C2)c1 (stereo unspecified) | -6% | 1% | i | -3% | 1%
Cc1ccc(S(=O)(=O)N(C)c2ccc(C(=O)NCCc3ccccc3)cc2)cc1 | -1% | 15% | 5.0% | -4% | -1%
COc1ccc(/C=C/c2nc(-c3ccccc3O)n[nH]2)cc1OC | -5% | -5% | 7.2% | -5% | -1%
O=C(Nc1ccc(S(=O)(=O)Nc2ccc(F)cc2)cc1)c1ccc(CN2CCOCC2)cc1 | 4% | 13% | i | -1% | 11%
COc1ccc(C(=O)NCc2ccc3c(c2)cc(C)n3C)cc1 | 12% | 79% | 1.1% | 3% | 31% | VEEV TC-83 Vero 10K pilot screen=2.1
O=C(CCNS(=O)(=O)c1ccccc1)OCC(=O)c1ccc(Cl)cc1 | 3% | 11% | 1.5% | -4% | -2%
COc1ccc2nc(/N=C(\N)NC(=O)Nc3ccccc3)nc(C)c2c1 | -8% | 76% | 8.0% | ? | 7%
Clc1ccc(CON/C=N/c2ncnc3sccc23)cc1 | -4% | -6% | i | -1% | -5%
CCNC(=S)N/N=C/c1cccc(/C=N/NC(=S)NCC)c1 | -4% | -12% | 1.7% | -3% | -6%
Cc1ccc(CC(=O)CCc2ccccc2)cc1 | 1% | 79% | 1.0% | 6% | -8%
Oc1ccccc1/C=N/NC1=NCCCCC1 | 14% | ? | i | 0% | -9%
COc1ccccc1C1c2[nH]c3ccccc3c2CCN1Cc1ccc(NC(C)=O)s1 (stereo unspecified) | 0% | 19% | 2.6% | -6% | -2%
Cc1ccc(Cn2c(SC(C)C(N)=O)nc3ccccc3c2=O)cc1 (stereo unspecified) | 4% | -10% | 0.6% | 4% | -6%
O=C(OCc1csc(-c2ccccc2)n1)C1=NN(c2ccccc2)C(=O)CC1 | . | -3% | 0.4% | -5% | -7%
COCCCNC(=O)CC(NS(=O)(=O)c1ccc(Cl)cc1)c1ccco1 (stereo unspecified) | 10% | -9% | i | -13% | -9%
COc1ccc(CN2CCNC(=O)C2CC(=O)N2CCCN(C(C)=O)CC2)cc1OC (stereo unspecified) | 6% | 2% | 8.4% | 5% | 1%
CCOc1ccccc1N(CC(=O)N1CCOCC1)S(=O)(=O)c1ccc(SC)cc1 | . | . | i | . | 5%
O=c1[nH]c(=O)n(CCc2ccccc2)c(O)c1C=NC1CC1 | 0% | 7% | 3.2% | 4% | .
Cc1cc(C(=O)O[C@H]2[C@H](Cc3ccccc3)NS(=O)(=O)[C@H]3C[C@@H]4C=C[C@]23O4)ccc1[N+](=O)[O-] | . | -10% | 0.2% | 5% | 4% | VEEV TC-83 Vero 10K pilot screen=1.6
Cc1cc(NC(=O)c2cccc(S(=O)(=O)N3c4ccccc4CC3C)c2)no1 (stereo unspecified) | 16% | 24% | 0.9% | -6% | -2%
O=C(Nc1ccc(SC(F)F)cc1)c1cccc2nc3ccccc3nc12 | -6% | 60% | i | 56% | 1%
(cont.)
SMILES | PhoP GFP inhibition | tuberculosis growth | VEEV TC-83 Vero | M. tuberculosis HTS | H1N1 NS1A inhibition | others
Cc1cc(NC(=O)CSc2nc3c(cc2C#N)CCC3)no1 | 15% | -8% | 1.7% | 10% | -3%
O=C(CN(Cc1ccccc1F)C(=O)c1ccco1)NCc1ccc(F)cc1 | -1% | 5% | i | -1% | 7%
CC(=O)OCc1cc2cc(C)ccc2[nH]c1=O | 3% | -4% | 1.6% | -1% | -17%
O=C(COC(=O)c1cc(=O)[nH]c2ccccc12)Nc1ccc(Cl)c(S(=O)(=O)N2CCOCC2)c1 | . | . | 0.3% | . | -1%
Fc1ccc(Br)cc1SCCc1ccncc1 | -3% | 44% | 1.1% | 8% | -10%
COC(CNC(=O)C(=O)Nc1ccc2c(c1)N(S(=O)(=O)c1cccs1)CCC2)OC | -3% | -8% | 5.2% | 2% | -6%
O=C(NCc1cccnc1)c1ccc(COc2ccccc2Cl)cc1 | -6% | 72% | 0.1% | 13% | -10%
COC(C[C@@H](O)[C@@H](C)[C@H](O)COCc1ccccc1)OC | . | . | 0.2% | . | 2%
O=C(NC(=S)Nn1cnnc1)c1ccccc1Cl | -13% | -4% | 0.1% | -5% | -9%
N#Cc1ccsc1NC(=O)COC(=O)c1ccc(Br)o1 | . | 39% | 1.0% | 6% | -4%
Cc1nc2ccc(NC(=O)c3ccco3)cc2s1 | -9% | 21% | 0.0% | 40% | -3%
O=C1CCCC2=C1C(c1cccs1)n1nc(SCc3ccccc3F)nc1N2 (stereo unspecified) | 3% | 31% | 7.3% | -1% | -7%
OC(CCN1CCOCC1)(c1ccc(Cl)cc1)C1CCCCC1 (stereo unspecified) | 8% | 9% | 5.2% | -2% | -17%
CCCn1nc(C(=O)NNC(=O)c2cccc(S(=O)(=O)NC(C)C)c2)c2ccccc2c1=O | -11% | 19% | 0.7% | -23% | 0%
CCS(=O)(=O)N1CCC(C(=O)NCCc2ccc(OC)c(OC)c2)CC1 | -11% | 5% | 0.6% | -5% | -6%
C=CCSc1nc2c(c(=O)n(C)c(=O)n2C)n1CC | -8% | -2% | i | -6% | -2%
CCCN1C(=O)c2ccccc2NC1c1ccc(Br)cc1 (stereo unspecified) | 9% | 11% | 0.7% | 10% | -15%
CCCc1nc2n[nH]c(N)c2c2c1CCC2 | -3% | -5% | 0.9% | 8% | -3%
CCC(C)Sc1ccc(-c2nc3ccccn3c2NCc2ccccc2)cc1OC (stereo unspecified) | . | 38% | 4.2% | ? | 5%
CC1CCCCC1NC(=O)COC(=O)c1ccccn1 (stereo unspecified) | 0% | -13% | 0.3% | -1% | -5%
O=C(Cn1cnc2c(nnn2Cc2ccccc2F)c1=O)N1CCN(c2ccccc2)CC1 | 1% | -18% | i | -9% | 4%
Cc1ccc(OCCNC(=O)C2CC(=O)N(c3ccc(C)cc3)C2)cc1 (stereo unspecified) | -2% | 2% | i | 0% | -1%
CC(=O)NCCc1nc2ccccc2[nH]1 | 1% | . | 1.0% | -10% | -4%
CN(CCCCN1CCOCC1)Cc1nc(-c2ccc3c(c2)OCO3)no1 | -11% | 9% | i | -9% | -6%
CC1(C)CC(=O)C(C=Nc2ccccc2)=C(O)C1 | 0% | -1% | 0.4% | 8% | 4%

Compounds above that contain an aryl methoxy group (14):
SMILES | PhoP GFP inhibition | tuberculosis growth | VEEV TC-83 Vero | M. tuberculosis HTS | H1N1 NS1A inhibition | others
COc1ccc(CC2C(=O)NC(=O)N(c3ccccc3)C2=O)c(OC)c1 (stereo unspecified) | 0% | 9% | i | 0% | 2%
COc1cc(/C=N/NC(=O)c2ccccn2)ccc1OC(=O)c1ccccc1Br | -2% | ? | 12% | ? | -4%
COc1ccccc1-n1c(-c2ccccc2F)nc2ccccc2c1=O | 8% | 18% | ? | 8% | 3%
COc1ccccc1-c1cc(C(F)(F)F)nc(S(=O)(=O)CCCC(=O)NC(C)C)n1 | 5% | 51% | 12% | 4% | 15%
COc1cccc(C(=O)NC(c2ccccc2)C2CCCC2)c1 (stereo unspecified) | 12% | 4% | 2.2% | 1% | -3%
COc1ccc(-c2noc(CCC(=O)N3CCN(Cc4ccccc4)CC3)n2)cc1 | 7% | 24% | 0.5% | 0% | -8%
COc1cccc(CNC(=O)CCC2CCCN(C(=O)c3cccnc3SC)C2)c1 (stereo unspecified) | -6% | 1% | i | -3% | 1%
COc1ccc(/C=C/c2nc(-c3ccccc3O)n[nH]2)cc1OC | -5% | -5% | 7.2% | -5% | -1%
COc1ccc(C(=O)NCc2ccc3c(c2)cc(C)n3C)cc1 | 12% | 79% | 1.1% | 3% | 31% | VEEV TC-83 Vero 10K pilot screen=2.1
COc1ccc2nc(/N=C(\N)NC(=O)Nc3ccccc3)nc(C)c2c1 | -8% | 76% | 8.0% | ? | 7%
COc1ccccc1C1c2[nH]c3ccccc3c2CCN1Cc1ccc(NC(C)=O)s1 (stereo unspecified) | 0% | 19% | 2.6% | -6% | -2%
COc1ccc(CN2CCNC(=O)C2CC(=O)N2CCCN(C(C)=O)CC2)cc1OC (stereo unspecified) | 6% | 2% | 8.4% | 5% | 1%
CCS(=O)(=O)N1CCC(C(=O)NCCc2ccc(OC)c(OC)c2)CC1 | -11% | 5% | 0.6% | -5% | -6%
CCC(C)Sc1ccc(-c2nc3ccccn3c2NCc2ccccc2)cc1OC (stereo unspecified) | . | 38% | 4.2% | ? | 5%
